Screening results from PubChem BioAssay.
Rin1-Abl PPI inh – blocks binding of human Rin1 to Abl; P00519+Q13671; TR-FRET Rin1/Abl binding, biochemical; inhibition, % at 7.35 µM; 360,000 tested, 0.4% active; in the data active = inhibition above about 5%, passing the limit was not always enough
SKN-1 block – inhibitors of C. elegans SKN-1 | C. elegans VP596 Pgst-4::GFP/RFP ratio, acrylamide-induced, 24 h | 360,000 tested, 0.49% active | inhibition, % at 21.8 µM;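 active = interference check ratio from 0.5 to 1.5 plus GFP to RFP signal ratio inhibition reaching or exceeding a fixed threshold, cut at about 30% in these data, passing the limit was not always enough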; note: some compounds called inactive have numbers as strong as hits
eLon inh – inhibitors of E. coli Lon protease. P0A9M0. 360,000 tested, 0.42% active. inhibition, % at 7.94 µM. purified E. coli Lon protease, fluorescence polarization; in the data active = inhibition above about 13%, passing the limit was not always enough;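 note: 0% = enzyme with probe and DMSO and 100% = no enzyme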
MsrA act – activates bovine MsrA enzyme | 360,000 tested, 0.3% active | activation, % at 10.6 µM | purified bovine MsrA, absorbance read-out | AID 602163; in the data active = activation above about 7.5%;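 note: 0% = vehicle and 100% = reference activator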
PABP1 MLLE inh – blocks PAM2 peptide binding to the PABP1 MLLE domain | inhibition, % at 20 µM | GST-MLLE / FITC-PAM2 fluorescence polarization | 360,000 tested, 0.36% active; in the data active = inhibition above about 35%, passing the limit was not always enough;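 note: plate controls were DMSO wells with GST-MLLE for no effect and wells lacking GST-MLLE protein for full effect; some results filed as inactive read as strong as hits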
FAS TE block – inhibitors of human fatty acid synthase thioesterase domain. recombinant FAS-TE, OMFH fluorogenic substrate, fluorescence endpoint. inhibition, % at 15 µM. P49327. 360,000 tested, 0.67% active;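 active = compounds whose normalised, plate-corrected inhibition of enzyme fluorescence in the single-dose primary screen is 50% or more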;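 note: 0% = DMSO with enzyme and 100% = substrate without enzyme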
NRP1-CendR mod – NRP-1/CendR interaction modulation | inhibition, % at 25 µM | O14786 | 360,000 tested, 0.85% active | AID 602438 | FAM-RPARPAR peptide binding to NRP-1, fluorescence polarization;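 active = inhibition or corrected inhibition above about 18%, plus a signal ratio from 0.5 to 1.5, limit read from the data, passing the limit was not always enough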; note: strong numbers were not always called active
MT1-MMP act inh – blocks activation of human MT1-MMP; P50281; HT1080 RFP-PRO-GFP cells, GFP/RFP ratio fluorescence, overnight; percent of plate control window, DMSO zero; GFP/RFP ratio change, % at 20 µM; 360,000 tested, 0.061% active; AID 651647;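 active = GFP/RFP ratio change of at least 30% with cell ATP level not reduced by more than half and red fluorescence within 50% of control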; note: strong numbers were not always called active
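Assay system: HT1080 RFP-PRO-GFP cells | Dosing: 20 µM single dose, 1% DMSO | Incubation: Cells overnight before dosing, compound overnight, 37 °C, 5% CO2 | Evaluation: GFP/RFP fluorescence ratio | Control set: DMSO-only wells and HT1080 RFP-L50D-GFP cell wells as references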
Neddyl block – blocks human cullin neddylation. P61081+Q13564. 360,000 tested, 0.58% active. TR-FRET cullin neddylation, biochemical. calls only at 25 µM; in the data active = inhibition above about 36%
Target sequence (P61081 whole entry, looked up): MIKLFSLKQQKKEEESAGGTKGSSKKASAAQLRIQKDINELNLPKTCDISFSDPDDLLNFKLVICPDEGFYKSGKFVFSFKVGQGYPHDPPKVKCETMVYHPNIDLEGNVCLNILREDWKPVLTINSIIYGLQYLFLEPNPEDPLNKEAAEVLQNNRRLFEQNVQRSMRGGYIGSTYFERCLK
Target sequence (Q13564 whole entry, looked up): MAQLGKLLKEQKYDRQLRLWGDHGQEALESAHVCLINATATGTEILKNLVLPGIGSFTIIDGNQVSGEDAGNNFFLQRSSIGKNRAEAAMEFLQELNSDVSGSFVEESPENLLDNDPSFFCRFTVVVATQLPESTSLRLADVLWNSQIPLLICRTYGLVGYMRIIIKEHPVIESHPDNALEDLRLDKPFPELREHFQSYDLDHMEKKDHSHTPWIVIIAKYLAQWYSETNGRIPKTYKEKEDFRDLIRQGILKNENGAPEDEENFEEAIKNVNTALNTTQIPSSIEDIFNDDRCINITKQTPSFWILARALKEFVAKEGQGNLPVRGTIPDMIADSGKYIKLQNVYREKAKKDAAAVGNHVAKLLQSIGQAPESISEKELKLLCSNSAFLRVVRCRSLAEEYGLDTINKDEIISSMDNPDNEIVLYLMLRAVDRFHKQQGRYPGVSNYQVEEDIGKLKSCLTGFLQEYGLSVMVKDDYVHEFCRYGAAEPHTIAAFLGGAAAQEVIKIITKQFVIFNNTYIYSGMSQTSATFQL
* hit, by the source's call; i = inactive; · = no result given.

Each structure is followed by: Rin1-Abl PPI inh	SKN-1 block	eLon inh	MsrA act	PABP1 MLLE inh	FAS TE block	NRP1-CendR mod	MT1-MMP act inh	Neddyl block
- CSc1nc(N)nc2c1ncn2CC(=O)N[C@H](CO)Cc1c[nH]c2ccccc12
 : 1.1	8.3	-7.1	2.0	2.3	-4.7	0.8	2.5	i
- Cc1cc(N2CCOCC2)nc(SCC(=O)c2ccc(Cl)cc2)n1
 : 15.2*	3.9	2.8	0.8	4.9	1.7	-1.6	-1.2	i
- COc1cccc(/C=N/n2c(-c3n[nH]c4c3CCC4)n[nH]c2=S)c1OC
 : 0.7	-2.7	3.5	-0.5	-11.6	-5.2	-1.1	3.4	i
- CC(=O)Nc1cc(-c2cccc(C(=O)NCCN(C)C)c2)cn2c(-c3ccccc3)cnc12
 : -2.6	11.6	-4.8	1.4	12.9	-10.2	-5.8	5.7	i
- COCCN(Cc1cc2ccccc2[nH]c1=O)C(=O)c1ccccc1OC
 : -0.8	-2.5	-2.6	0.1	6.4	-2.8	8.5	-2.1	i
- Cc1cc(OCC(=O)NCc2cccnc2)ccc1[N+](=O)[O-]
 : 2.0	0.3	-11.5	-5.8	4.0	-1.2	-9.6	-2.6	i
- C[C@H](NC(=O)c1ncn(C)c1C(=O)N[C@@H](C)c1ccccc1)c1ccccc1
 : 0.6	0.8	-5.2	-3.0	-10.9	6.5	8.9	-0.9	i
- O=C(COC(=O)/C=C/c1cccc([N+](=O)[O-])c1)Nc1ccc(Cl)cn1
 : -1.8	-15.2	-3.8	-8.7	5.0	9.8	-8.0	2.2	i
- COc1ccccc1C(=O)Nc1nc(-c2ccc(S(=O)(=O)N3CCOCC3)cc2)cs1
 : -5.3	9.0	3.0	-3.5	-6.0	52.4*	2.0	-10.0	i
- CCCNS(=O)(=O)c1ccc(CCC(=O)N2CCN(c3ccc(F)cc3)CC2)cc1
 : -1.8	-6.4	-5.1	-4.1	-1.9	-2.3	-2.8	0.4	i
- O=C(CCN1CCC2CCC(C2)C1)c1ccccc1 (centres undefined)
 : -2.5	0.3	-3.7	-3.6	42.4*	-5.3	-155.2	0.1	i
- COc1ccc(-c2nn(-c3ccccc3)cc2C(=O)N2c3ccc(C)cc3C3CN(C)CCC32)cc1 (centres undefined)
 : 0.5	4.3	4.7	-0.6	9.4	20.5	6.5	-12.2	i
- CCCc1cc(=O)oc2cc(C)c3c(C)coc3c12
 : 0.4	6.3	-6.1	-2.9	8.7	4.7	4.6	10.8	·
- Cc1cc2ccccc2n1CCNC(=O)c1ccc(S(=O)(=O)N2CCOCC2)cc1
 : -7.8	47.3*	20.0	3.0	14.3	-2.0	23.3	80.8	i
- COc1cc(/C=C(\C#N)C(=O)NCc2ccccc2)ccc1OCc1ccc(C(=O)O)cc1
 : -0.3	1.0	3.6	-2.9	-4.5	-3.2	-6.5	-2.1	i
- CCCCN(CCCC)Cc1cc(=O)oc2ccc3ccccc3c12
 : 3.2	-1.1	-3.8	7.6	-3.3	18.5	-5.4	1.2	i
- Cc1ccccc1Nc1ncc(C#N)c(N)n1
 : 1.1	-5.3	2.5	-3.4	-5.5	-6.9	16.0	1.7	i
- CN(C)c1ccc(CNc2ncn[nH]2)cc1
 : 1.3	-12.2	-7.9	-2.9	3.1	-2.0	-10.3	0.7	i
- COc1ccc(Cc2ccc(OC)c(N)c2)cc1N
 : -4.0	1.3	-6.8	4.0	9.3	-4.6	-10.9	8.6	i
- Cc1ccc2c(c1)C1CC(C)(O2)N(c2cccc(C(=O)N3CCN(c4ccccn4)CC3)c2)C(=O)N1 (centres undefined)
 : -0.5	4.2	-5.0	-0.6	2.9	7.2	4.9	2.1	i
- O=[N+]([O-])c1ccccc1/C=C/C=N/n1c(-c2ccco2)n[nH]c1=S
 : -0.7	-0.2	-1.4	1.5	-36.7	-6.3	-1.0	0.1	i
- Cc1nc2ncnn2c(C)c1Cc1ccc(Cl)cc1
 : 3.9	-23.1	-1.0	-1.2	-1.4	-4.2	-0.9	4.0	i
- N#CCCn1c(O)c(N=NC(=O)CNC(=O)c2cccs2)c2ccccc21
 : -2.8	-22.1	1.8	-6.1	-8.8	-0.8	-10.3	1.1	i
- O=c1[nH]c(Cn2nnc(-c3ccccc3)n2)nc2scc(-c3ccccc3)c12
 : -3.5	-2.9	-11.2	-10.3	-1.4	-8.8	-7.9	5.6	i
- CS(=O)(=O)N1CCCCC1c1cc(C(=O)Nc2cccc(C#N)c2)no1 (centres undefined)
 : -4.0	6.2	0.4	-3.8	5.6	-6.3	-6.9	-1.7	i
- O=C(O)c1ccc(NC(=S)N2CCCCC2)cc1
 : 1.0	9.2	-1.1	-10.0	-37.7	-7.5	-2.8	-2.6	i
- Cc1ccc2nc(-c3ccc(F)cc3)nc(SCC(=O)NCC3CCCO3)c2c1 (centres undefined)
 : 2.1	21.8	-17.3	-2.0	-10.1	-0.7	3.0	-0.9	i
- COc1ccc(C(O)C(CC(=O)NCCCOC(C)C)C(=O)NCCCOC(C)C)cc1OC (centres undefined)
 : 0.0	1.8	11.4	-5.2	10.7	-12.8	1.5	1.1	i
- Cc1ccc([N+](=O)[O-])c(OCCCN2C(=O)NC(C)(C)C2=O)c1
 : 2.5	-7.7	4.9	-1.7	-4.1	-0.9	-7.5	-2.5	i
- CCCCCN(C(=O)CCC(=O)OCC(=O)NCCc1ccccc1)c1c(N)n(CCCC)c(=O)[nH]c1=O
 : 1.6	19.6	-4.6	-3.9	0.0	-1.5	-2.4	-2.9	i
- CCSc1nnc(NC(=O)C2Cc3ccccc3CN2C(=O)c2ccco2)s1 (centres undefined)
 : -0.9	19.4	-2.1	-1.6	-5.6	-2.9	-26.2	-13.5	i
- CCCn1cc(SCC(=O)Nc2nnc(C)s2)c2ccccc21
 : -2.9	-11.7	-6.3	-0.8	-3.5	-6.6	-6.0	0.2	i
- Cc1ccc(C)c(CNS(=O)(=O)c2c(C)[nH]c(C)c2C(=O)N2CCCCC2)c1
 : 4.2	-6.5	-9.1	-3.1	-4.8	-2.3	-4.2	-2.0	i
- O=C(/C=C/c1ccco1)N(Cc1ccc(Cl)cc1)C1CCS(=O)(=O)C1 (centres undefined)
 : 0.0	-10.9	3.3	0.3	-15.5	2.8	-21.6	1.1	i
- S=c1[nH]nc(-c2cccc(Br)c2)o1
 : -11.7	0.5	-15.7	3.5	-67.9	-1.5	-5.9	2.9	i
- O=C(CC1Oc2ccccc2NC1=O)NCCCN1CCN(C2CCCCC2)CC1 (centres undefined)
 : -2.1	-12.4	-4.0	-5.1	1.1	-10.0	-13.1	-11.1	i
- Cn1c(C(=O)OC(C(=O)NC2CCCC2)c2cccnc2)cc2sccc21 (centres undefined)
 : -1.5	5.9	0.0	-0.8	-0.3	4.2	-0.8	4.7	i
- CN(CC(=O)Nc1cccc(F)c1)C(=O)c1cn(-c2ccccc2)nc1-c1cccs1
 : 2.6	-8.5	11.3	-3.5	-13.9	20.6	10.0	-0.6	i
- CCc1nc2c(OCc3ccc4c(c3)OCO4)cccn2c1N(C=O)Cc1ccccc1
 : 2.4	3.3	-16.9	-2.3	-9.3	11.7	-3.8	-4.8	i
- CCOc1ccc(-c2nc(C#N)c(NCC3CCCO3)o2)cc1 (centres undefined)
 : 3.1	11.6	-0.3	-12.2	-1.1	-1.0	1.3	7.6	·
- O=C(/C=C/c1cccc(Cl)c1)N1CCC(Cc2ccccc2)CC1
 : -2.4	-5.8	-0.9	-2.1	2.0	34.6	-7.8	0.5	i
- CC1(C(=O)NS(=O)(=O)c2ccc(Cl)cc2)CCN1C(=O)C1CCCCC1 (centres undefined)
 : -3.4	23.7	5.2	0.4	-3.1	-5.1	-14.4	-4.0	i
- CCCCN(C(=O)CSc1nnc(-c2ccc(OC)cc2)n1CC)c1c(N)n(Cc2ccccc2)c(=O)[nH]c1=O
 : 3.3	7.9	-9.6	-7.0	-14.0	-0.8	1.3	3.5	i
- CC(=O)c1cccc(Nc2ncnc3ccc(Br)cc23)c1
 : -0.8	-3.6	-0.2	-0.8	3.3	3.0	-3.5	-6.6	i
- COc1ccc(OCC(=O)N2CCN(C(=O)c3ccccc3)CC2)cc1
 : -0.5	0.9	-9.2	-3.6	-3.5	-3.7	5.3	2.3	i
- COc1ccc2cc(C(=O)C3CCCN(C(=O)c4cc5nc(C)cc(C)n5n4)C3)ccc2c1 (centres undefined)
 : -7.0	9.0	-0.9	-2.2	-20.7	-2.6	-1.6	2.5	·
- CC(C)(CNC(=O)c1sc2cc(F)ccc2c1Cl)N1CCOCC1
 : -1.8	-2.9	4.1	-3.2	11.8	1.8	-3.6	6.0	i
- O=C(CCN1C(=O)/C(=C\c2ccco2)SC1=S)Nc1ccc(C(=O)O)c(O)c1
 : 10.5*	-9.5	-32.1	-9.3	-7.5	2.4	-129.7	12.8	i
- CCOc1ccc(C(=O)Nc2cccc3ncccc23)cc1Br
 : 3.1	2.1	-5.7	-2.7	9.4	-2.7	2.7	-0.2	i
- COC(=O)N1CCCCC1c1cc(C(=O)Nc2ccc3c(c2)OCO3)no1 (centres undefined)
 : 4.4	30.3	6.6	-3.7	11.5	-0.2	3.0	-0.4	i

A second format for part of the listing above.
mol	Rin1-Abl PPI inh	SKN-1 block	eLon inh	MsrA act	PABP1 MLLE inh	FAS TE block	NRP1-CendR mod	MT1-MMP act inh	Neddyl block
CC1(C(=O)NS(=O)(=O)c2ccc(Cl)cc2)CCN1C(=O)C1CCCCC1 (centres undefined)	-3.4	23.7	5.2	0.4	-3.1	-5.1	-14.4	-4.0	i
COc1ccc(OCC(=O)N2CCN(C(=O)c3ccccc3)CC2)cc1	-0.5	0.9	-9.2	-3.6	-3.5	-3.7	5.3	2.3	i
O=C(CCN1C(=O)/C(=C\c2ccco2)SC1=S)Nc1ccc(C(=O)O)c(O)c1	10.5*	-9.5	-32.1	-9.3	-7.5	2.4	-129.7	12.8	i
O=C(/C=C/c1cccc(Cl)c1)N1CCC(Cc2ccccc2)CC1	-2.4	-5.8	-0.9	-2.1	2.0	34.6	-7.8	0.5	i

(cont.)
Each structure is followed by: Rin1-Abl PPI inh	SKN-1 block	eLon inh	MsrA act	PABP1 MLLE inh	FAS TE block	NRP1-CendR mod	MT1-MMP act inh	Neddyl block
- Cc1cc(-c2[nH]nc3c2C(c2ccc(Cl)cc2)C(C#N)=C(N)O3)c(C)s1 (centres undefined)
 : 0.3	4.1	-5.6	-10.6	-0.4	-17.2	-9.9	-2.7	i
- O=C(NCC1CCCO1)c1ccc2c(c1)C(=O)N(c1cccc([N+](=O)[O-])c1)C2=O (centres undefined)
 : -3.5	9.5	10.6	-13.7	-2.3	-1.8	1.8	-1.9	i
- O=S1(=O)CCN(Cc2ccccn2)CC1
 : -0.7	0.1	-0.8	-1.4	-3.0	-5.7	10.0	-1.1	i
- Cc1ccc(-c2n[nH]c(=O)c3ccccc23)c(C)c1
 : 0.9	17.9	-0.7	-2.6	7.0	-4.2	-0.7	3.2	i
- O=C(CN1CCCC1)Nc1c(C(=O)C2CC2)oc2ccccc12
 : 1.0	5.3	-2.3	1.8	6.9	2.5	-7.1	0.2	i
- COC(=O)c1ccc(NCCc2csc(-c3ccc(C)cc3)n2)c([N+](=O)[O-])c1
 : 2.2	-24.9	-4.8	-6.5	11.0	23.0	6.0	3.8	i
- O=C(O)c1ccc(Cn2cc(Cl)cn2)cc1
 : -2.0	18.7	-2.6	-3.1	5.8	-5.6	3.7	7.5	i
- CCCCN(C(=O)CSCC(=O)Nc1cccc(C)c1)c1c(N)n(CCCC)c(=O)[nH]c1=O
 : 3.9	6.1	-7.6	-3.4	-21.1	-1.1	8.2	-6.9	i
- Cc1ccc(-c2nc(N)c3c(-c4ccc(C)cc4)nn(C(C)(C)C)c3n2)cc1
 : 1.6	-36.3	0.7	-5.5	-9.7	4.0	0.0	3.0	i
